ABHD5-PLIN5 inh – inhibitors of human ABHD5-perilipin-5 interaction. Split G. princeps luciferase complementation, luminescence, 4 h. 360,000 compounds, 0.78% hits. AID 602281. inhibition, % at 4 µM;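 active means inhibition above the mean inhibition across every tested compound plus 3 SD, cut at about 22% in these data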;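 further: 0% = DMSO only wells and the 100% control is not disclosed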
Target sequence (Q00G26 whole entry, looked up): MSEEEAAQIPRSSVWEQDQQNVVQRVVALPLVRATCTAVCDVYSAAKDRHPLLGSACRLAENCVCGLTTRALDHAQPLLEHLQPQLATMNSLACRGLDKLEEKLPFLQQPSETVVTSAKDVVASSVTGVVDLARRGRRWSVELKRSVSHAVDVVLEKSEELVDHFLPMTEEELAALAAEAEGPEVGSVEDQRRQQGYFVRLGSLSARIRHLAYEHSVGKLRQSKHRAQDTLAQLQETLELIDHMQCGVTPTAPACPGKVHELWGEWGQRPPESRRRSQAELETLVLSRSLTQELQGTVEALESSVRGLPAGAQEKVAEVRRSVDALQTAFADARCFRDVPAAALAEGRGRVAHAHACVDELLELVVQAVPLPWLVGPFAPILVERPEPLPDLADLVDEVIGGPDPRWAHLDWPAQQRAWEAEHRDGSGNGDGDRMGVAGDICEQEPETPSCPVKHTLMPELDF
Target sequence (Q8WTS1 whole entry, looked up): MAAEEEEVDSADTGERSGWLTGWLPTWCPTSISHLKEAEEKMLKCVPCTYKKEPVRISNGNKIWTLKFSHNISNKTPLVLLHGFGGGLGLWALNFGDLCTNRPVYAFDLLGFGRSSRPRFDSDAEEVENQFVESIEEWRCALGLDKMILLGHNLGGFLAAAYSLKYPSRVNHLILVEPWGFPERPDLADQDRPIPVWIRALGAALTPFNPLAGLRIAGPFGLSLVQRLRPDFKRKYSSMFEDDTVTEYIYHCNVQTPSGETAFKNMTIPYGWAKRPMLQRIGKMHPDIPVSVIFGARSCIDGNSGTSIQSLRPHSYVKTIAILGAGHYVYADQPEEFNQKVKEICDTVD
Exocytosis inh – blocks lytic granule exocytosis. inhibition, % at 10 µM. 360,000 compounds, 0.66% hits. TALL-104 LAMP-1 surface exposure, flow cytometry; cells stimulated with thapsigargin and PMA;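 active means inhibition above about 55%, limit read from the data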
TLR9-MyD88 block – TLR9-MyD88 interaction inhibition. Q9NR96+Q99836. CHO BLA complementation TLR9-MyD88, CCF4 FRET ratio. 340,000 compounds, 0.21% hits. AID 504734. inhibition, % at 4.98 µM;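 active means inhibition above the mean over all tested compounds plus 3 SD, cut at about 21% in these data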;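 further: 0% = DMSO only wells and 100% = clavulanate BLA inhibitor control wells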
NOD2 RIPK2 PPI – NOD2-RIPK2 protein interaction inhibition | O43353 | CHO BLA complementation NOD2-RIPK2, CCF4 ratio | inhibition, % at 4.98 µM | 360,000 compounds, 0.38% hits | AID 624267; in the data active means inhibition above about 21%;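 further: 0% = vehicle only and 100% = reference blocker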
TWEAK Fn14 block – inhibitors of TWEAK-Fn14 interaction signaling. AID 1159606. 360,000 compounds, 2% hits. TWEAK-stimulated Fn14 reporter cells, luciferase luminescence, 8 h. inhibition, % at 10 µM; in the data active means inhibition above about 50%
SRC1 inh – inhibits human SRC1 coactivator | Q15788 | HEK293 GAL4-SRC1 luciferase reporter, luminescence | inhibition, % at 3.6 µM | 360,000 compounds, 0.12% hits;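 active means inhibition above the campaign mean plus 3 SD, with each screening campaign given its own cutoff, cut at about 60% in these data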;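 further: 0% = DMSO treated cells and 100% = gossypol at 36 µM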
NCOA3 inh – human NCOA3 inhibition; Q9Y6Q9; HEK293 GAL4-SRC3 luciferase reporter, luminescence; inhibition, % at 3.6 µM; 360,000 compounds, 0.17% hits; AID 588352;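 active means inhibition above a per-campaign cutoff, the mean of all compounds plus 3 SD, cut at about 60% in these data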;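 further: 0% = DMSO-treated cells and 100% = gossypol-treated cells at 36 µM; higher means less SRC3-driven luciferase light from the GAL4 reporter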
NR2F2 inh – blocks human COUP-TFII nuclear receptor | HEK293T NGFI-A luciferase reporter, luminescence | P24468 | 370,000 compounds, 0.7% hits | inhibition, % at 8.6 µM;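 active means inhibition above a per-plate cutoff, mean inhibition of test wells between control levels plus 3 SD, cut at about 38% in these data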;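 further: cells cotransfected with COUP-TFII expression vector driving the NGFI-A reporter; 0% = median of COUP-TF2 test wells and 100% = reporter-only cells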
NCOA2 inhibitor – human SRC2 (NCOA2) inhibition. Q15596. HEK293 GAL4-SRC2 luciferase reporter, luminescence. inhibition, % at 9 µM. 370,000 compounds, 0.17% hits. AID 651957;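 active means inhibition above the mean inhibition of all tested compounds plus 3 SD, set per campaign, cut at about 52% in these data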;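 further: 0% = DMSO treated cells and 100% = cells given Gossypol at 36 µM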
NR5A2 inv ag – NR5A2 inverse agonism in reporter assay | O00482 | HEK293T StAR-luciferase reporter, LRH-1 transfected, 24 h | inhibition, % at 3.6 µM | 360,000 compounds, 0.13% hits | AID 602396;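 active means inhibition above the mean inhibition of all tested compounds plus 3 SD, cut at about 73% in these data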;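 further: 0% = DMSO wells and 100% = reporter-only cells lacking LRH-1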
TROY signal inh – blocks TROY-dependent signaling in reporter cells; inhibition, % at 10 µM; AID 1347056; Q293 LMP1-TROYcd NF-kB luciferase reporter, 4 h; 360,000 compounds, 0.98% hits;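 active means compounds whose plate-normalised and pattern-corrected inhibition of the luciferase reporter signal at the single screening dose is 50% or more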
The depositor's hits bear a star; x = no result given. This is a subset; count on the stated rates, not on these rows.

SMILES | ABHD5-PLIN5 inh | Exocytosis inh | TLR9-MyD88 block | NOD2 RIPK2 PPI | TWEAK Fn14 block | SRC1 inh | NCOA3 inh | NR2F2 inh | NCOA2 inhibitor | NR5A2 inv ag | TROY signal inh
O=C(O)CCCCCNS(=O)(=O)c1cccc2c1C(=O)c1ccccc1C2=O | 5 | -3 | -21 | -3 | 0 | -5 | 18 | 9 | -1 | 22 | 2
S=c1[nH]nc(-c2ccco2)n1/N=C/c1ccc(Cl)c(Cl)c1 | 7 | 15 | -6 | -20 | 6 | 11 | 32 | 6 | 0 | 2 | -10
CCOC(=O)Cc1csc(NC(=O)c2ccc(S(=O)(=O)N3CCCC3)cc2)n1 | -2 | 0 | -5 | -8 | 3 | -2 | -29 | 1 | 11 | 19 | 24
CC(=O)N[C@@H](C)C(=O)OC(C)C(=O)Nc1cccc([N+](=O)[O-])c1 (stereo not given in full) | 9 | -4 | -1 | 4 | -17 | -18 | 18 | 6 | -1 | -11 | -3
CC(C)(C)CC(C)(C)NCC(=O)Nc1c2c(nc3ccccc13)CCC2 | 1 | -4 | -7 | -5 | -1 | 5 | 6 | 1 | 9 | 11 | -2
NS(=O)(=O)c1ccc(CCNC(=O)Cc2c[nH]c3ccccc23)cc1 | 1 | 1 | 0 | -4 | 8 | -9 | 14 | 0 | -14 | 14 | 12
O=S1(=O)N[C@H](Cc2ccccc2)COc2cc(N3CCN(Cc4ccccc4F)CC3)ccc21 | -2 | 1 | x | -5 | 14 | x | x | 7 | -16 | 17 | 19
CCn1c(-c2cc(Br)ccc2O)n[nH]c1=S | -15 | 2 | 0 | -7 | 14 | -17 | 9 | -15 | 17 | 29 | -27
O=C(CN1C(=O)NC2(CCCCC2)C1=O)Nc1ccc(Cl)cc1 | 1 | 0 | -10 | -3 | -8 | 17 | 8 | -2 | 10 | 2 | -2
CCOc1ccccc1OCC(=O)NCCc1ccc(S(N)(=O)=O)cc1 | -1 | 8 | 5 | -8 | 3 | 11 | 10 | -5 | 12 | -7 | -21
O=C(Nc1ccccc1C(=O)OCC(=O)N1CCc2ccccc2C1)c1ccco1 | 3 | 5 | -10 | 1 | -24 | -15 | -26 | -3 | -23 | 13 | -27
N#CCCN(C(=O)Cn1nc(C(=O)O)c2ccccc2c1=O)c1ccccc1 | 6 | 30 | -5 | -1 | 41 | 2 | -4 | -2 | 14 | -1 | -14
COCCn1c(SCC(=O)c2ccc3c(c2)OCCO3)nnc1C(C)C | 3 | -2 | -1 | -2 | -12 | -19 | 16 | 6 | 5 | 11 | -14
Fc1ccc(-c2nnc3sc(C4COc5ccccc5O4)nn23)cc1 (stereo not given) | 6 | -2 | 5 | 3 | -8 | -10 | -20 | -13 | -11 | -10 | -5
CCN(CC)CCN1C(=O)C(=O)/C(=C(/O)c2c(C)[nH]c(C(=O)OC)c2C)C1c1ccccc1 (stereo not given) | 15 | 2 | 3 | 15 | -5 | 10 | 4 | 1 | -16 | -2 | -11
Cc1noc(C)c1S(=O)(=O)Nc1cc(C(F)(F)F)ccc1N1CCOCC1 | 3 | 2 | 2 | -6 | 2 | 10 | 27 | -2 | -16 | -1 | 3
COc1ccc(OC)c2[nH]c(=O)c(CCNS(=O)(=O)c3ccc(C)cc3)cc12 | -1 | -1 | 9 | -2 | -14 | 2 | 4 | 10 | 6 | 13 | 3
COc1ccc(C)cc1S(=O)(=O)NCc1ccccn1 | 3 | -4 | -11 | -4 | -12 | -17 | -19 | 4 | -5 | -2 | -3
Cc1nn(C)c(Cl)c1CN1CCC(CO)(CCOc2ccccc2)CC1 | 7 | 12 | -13 | 3 | 1 | -8 | 7 | 21 | 11 | 9 | -3
CCCC(C)NS(=O)(=O)c1ccccc1 (stereo not given) | -1 | -5 | -8 | 1 | -16 | -5 | -6 | -11 | -16 | 8 | -3
COc1nc(NCc2ccc(Cl)cc2)nc(OC)n1 | 2 | -4 | -1 | -6 | 7 | -8 | 9 | -8 | 1 | 3 | 2
O=C1C2ON(c3ccccc3)C(c3cccnc3)C2C(=O)N1Cc1ccccc1 (stereo not given) | -12 | -2 | -7 | 4 | 12 | 5 | 6 | 4 | 0 | -14 | 8
Cc1ccc(O)c(C(CC(=O)NCc2cccnc2)c2ccccc2)c1 (stereo not given) | 11 | 2 | 7 | -7 | -12 | 16 | 15 | -5 | -14 | 0 | 1
CCCCCn1c(=O)[nH]c2cc(C(=O)N3CCN(C(=O)OCC)CC3)ccc2c1=O | -12 | -6 | 4 | -1 | -5 | 1 | -3 | 14 | -15 | -1 | 9
O=C(CCN1C(=O)C2C3CCC(C3)C2C1=O)OCC(=O)c1ccc(Br)cc1 (stereo not given) | 1 | 4 | -9 | -1 | -4 | 14 | 0 | -16 | 5 | -15 | -4
CNC(=O)C1Cc2ccccc2CN1S(=O)(=O)c1cccs1 (stereo not given) | 1 | 3 | 1 | -9 | 17 | -9 | -11 | 10 | 8 | 7 | -1
O=C(O)c1ccc(/C=N/NC(=O)c2cc3c(ccc4ccccc43)o2)cc1 | 2 | 3 | 0 | 5 | 23 | 2 | 11 | -22 | 1 | -5 | 63*
O=S(=O)(c1cccs1)N1CCCCC1 | -8 | -14 | 4 | -2 | -6 | 5 | -31 | 18 | 3 | 9 | -3
CC1(C(=O)NS(=O)(=O)c2cccc(Cl)c2)CCN1C(=O)Cc1ccccc1 (stereo not given) | 3 | 3 | x | 6 | -1 | -3 | 3 | 2 | -14 | -25 | -11
C/C(CCc1ccco1)=N\NC(=O)CNc1cccc2ccccc12 | -4 | 18 | -13 | 0 | 34 | -5 | -8 | 4 | -9 | 2 | 18
CCOC(=O)C1=CCN(S(=O)(=O)c2cccc(Cl)c2)C1c1cccc(C)c1 (stereo not given) | -2 | 6 | x | -4 | -2 | -25 | 16 | 5 | 11 | 7 | 4
COc1ccc(/C=N/NC(=O)CCCCCNC(=O)c2ccccc2)cc1 | 0 | 2 | 4 | -1 | -5 | 0 | -1 | -20 | -34 | -5 | 8
Cc1ccc(N2CC(C(=O)OCC(=O)Nc3ccc(F)cc3F)CC2=O)cc1 (stereo not given) | -5 | -1 | 1 | -12 | 6 | -7 | 8 | 2 | 6 | -4 | 11
C=CCNC(=S)NNC(=O)c1ccc(OCC)cc1 | -9 | 0 | 4 | -11 | 3 | -4 | -10 | 28 | 3 | -9 | 14
O=C(COc1cc2oc(=O)c3c(c2cc1Cl)CCC3)Nc1ccc(CN2CCOCC2)cc1 | 6 | -4 | 1 | 0 | -30 | -28 | 16 | -3 | -22 | 6 | -7
C=CCN(CC=C)C(=O)CCc1nnc(CCc2c[nH]c3ccccc23)o1 | -3 | -4 | -5 | -7 | -7 | -21 | -2 | -15 | 1 | 6 | -33
Cc1oc(CC(C)C)c(CN2CCCC2)c1C(=O)O | 1 | 4 | 3 | 2 | -3 | -11 | -18 | 5 | -18 | -4 | 15
Cc1cc(NC(=O)CSc2c[nH]c3ccccc23)no1 | -6 | 4 | -5 | -14 | 10 | -50 | -4 | 6 | -11 | 26 | -14
CSCCC(NS(=O)(=O)/C=C/c1ccccc1)C(=O)NCCc1ccc(S(N)(=O)=O)cc1 (stereo not given) | -1 | -2 | 3 | -2 | 3 | -9 | 16 | -19 | 11 | 0 | -4
CN(C)c1cccc(NC(=O)C2(C)CC2(Cl)Cl)c1 (stereo not given) | -1 | 1 | -15 | -5 | -4 | 0 | 8 | 4 | 10 | 4 | 9
Cc1cccc(NC(=O)Cn2nnc(C(=O)NCc3cccs3)c2N)c1C | 4 | 1 | 8 | -2 | -13 | -4 | 10 | 16 | -9 | 2 | 8
COc1ccc(S(=O)(=O)N(C)CC(=O)O)c2ccccc12 | -4 | -3 | -112 | -5 | 5 | 2 | 11 | 6 | -12 | 13 | -1
Cc1nn(CC(=O)Nc2ccc(Cl)cn2)c(C)c1Br | -9 | -4 | -3 | 0 | -11 | -47 | 7 | 0 | 9 | -16 | -10
CC(=NNC(=S)N1CCN(C2CCCCCC2)CC1)c1ccccn1 | -21 | 16 | 1 | -9 | -8 | 73* | 69* | 32 | 27 | 65 | -2
COc1cccc(OCc2nnc(SCC(=O)OCc3ccccc3)o2)c1 | 0 | -3 | -26 | 0 | 4 | 2 | 15 | 7 | -9 | 19 | -10
Cc1ccnc(NS(=O)(=O)c2ccc(NC(=O)c3cccc(Cl)c3)cc2)n1 | -13 | 1 | 5 | 5 | -4 | -5 | 2 | -5 | -11 | -53 | 4
CCOC(=O)c1sc(=S)n(-c2ccc(Cl)cc2)c1C | 3 | -7 | -7 | -4 | 2 | -32 | 14 | -10 | -23 | 7 | -7
COc1ccc2cc(CN(CC3CCCO3)C(=O)Nc3ccccc3)c(=O)[nH]c2c1 (stereo not given) | 0 | -2 | 0 | -2 | -5 | 7 | 1 | -9 | 1 | 9 | 4
COc1cccc(OC)c1OCCCNC1CCCC1 | 8 | 0 | -3 | 2 | -11 | 2 | 11 | 18 | 10 | 2 | -12
CC1=Nc2cccc([N+](=O)[O-])c2NC(=O)C1 | 2 | 0 | -7 | -4 | 9 | -13 | -12 | 0 | -14 | 3 | 4

(next part)
SMILES | ABHD5-PLIN5 inh | Exocytosis inh | TLR9-MyD88 block | NOD2 RIPK2 PPI | TWEAK Fn14 block | SRC1 inh | NCOA3 inh | NR2F2 inh | NCOA2 inhibitor | NR5A2 inv ag | TROY signal inh
CC(NC(=O)C(=O)N/N=C\c1ccc([N+](=O)[O-])cc1)c1ccccc1 (stereo not given) | 1 | 0 | -1 | 0 | -9 | 7 | -6 | -3 | -5 | -5 | 14
CC(=O)c1ccccc1NC(=O)CSc1nc2ccccc2c(=O)n1CCCN1CCOCC1 | 10 | -3 | 3 | -1 | 5 | 8 | -11 | 14 | -7 | -4 | -7
Cc1ccc(NC(=O)CNC(=O)c2ccc(C(C)(C)C)cc2)cc1S(=O)(=O)N1CCOCC1 | 1 | -28 | -1 | 1 | -1 | -24 | -15 | 2 | -46 | -29 | -24
C=CCn1c(=O)c2ccccc2n2c(SC(C)C(N)=O)nnc12 (stereo not given) | 7 | -3 | 15 | 2 | 9 | -10 | -6 | 21 | -23 | -17 | -2
CS(=O)(=O)c1ccc(C(=O)OCc2nnc(-c3ccc(Cl)cc3)o2)cc1[N+](=O)[O-] | 12 | 60* | 15 | 15 | 64* | -20 | -15 | x | x | -7 | 66*
COC(=O)c1ccc(C(=O)OC)c(NC(=O)C(C)C)c1 | -2 | -9 | 0 | 2 | -6 | 10 | 5 | -9 | -65 | -3 | -1
Cc1ccc(OCC(=O)NNC(=O)c2cc3ccccc3o2)cc1 | -2 | 0 | 4 | -6 | -62 | -9 | 5 | -16 | 12 | -4 | 1
Cc1ccc(C)c(S(=O)(=O)Nc2cc3c4c(c2)CCC(=O)N4CCC3)c1 | -3 | 1 | -1 | -3 | -36 | -15 | -5 | 0 | 12 | -3 | -5

High-throughput results (PubChem)
